Screening data as filed in PubChem BioAssay.
CHRM5 PAM: human M5 muscarinic receptor positive allosteric modulators, primary screen, CHO-K1 cells, Fluo-8 calcium fluorescence; activation, % at 3 µM; AID 624038, 2012; CHO-K1 hM5, ACh EC20 PAM; 0% = ACh EC20, 100% = ACh EC100; 360,000 tested, 0.3% active; Muscarinic acetylcholine receptor M5 (Homo sapiens), P08912;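 active = activation above the run cutoff, the mean activation of all test compounds plus 3 SD, cut at about 18% in these data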
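Replicates: One well per compound, no replicates | System: Human M5 receptor in CHO-K1 cells | Benchmarks: Low control EC20 acetylcholine (0%), high control EC100 acetylcholine (100%) | Probe or stimulus: Acetylcholine, EC20 level | Times: Fluo-8 loading 80 min at 37 °C plus 30 min room temperature | Signal: Intracellular calcium via Fluo-8 fluorescence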
CHRM1 PAM: human M1 muscarinic receptor positive allosteric modulators, primary screen, CHO-K1 cells, Fluo-8 calcium fluorescence, 1536-well | Muscarinic acetylcholine receptor M1 (Homo sapiens), P11229 | CHO-K1 hM1, ACh EC20; 0% = ACh EC20, 100% = maximal ACh | activation, % at 3 µM | 360,000 tested, 0.088% active; in the data active = activation above about 19%, passing the limit was not always enough
Target sequence (P11229 whole entry, looked up): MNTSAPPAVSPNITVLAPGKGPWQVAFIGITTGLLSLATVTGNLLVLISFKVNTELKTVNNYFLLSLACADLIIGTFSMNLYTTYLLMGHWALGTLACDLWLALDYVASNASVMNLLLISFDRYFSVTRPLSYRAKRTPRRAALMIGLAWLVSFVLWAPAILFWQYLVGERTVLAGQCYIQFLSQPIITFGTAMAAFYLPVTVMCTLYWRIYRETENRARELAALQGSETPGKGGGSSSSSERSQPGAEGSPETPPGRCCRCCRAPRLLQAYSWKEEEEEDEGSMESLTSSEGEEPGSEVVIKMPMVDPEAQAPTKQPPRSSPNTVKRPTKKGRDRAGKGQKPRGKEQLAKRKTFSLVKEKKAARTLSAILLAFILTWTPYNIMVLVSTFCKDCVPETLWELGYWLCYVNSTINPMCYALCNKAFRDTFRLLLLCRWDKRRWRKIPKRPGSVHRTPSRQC
M4 antag: human M4 muscarinic receptor antagonists, primary screen, CHO cells, Fluo-8 calcium fluorescence. Muscarinic acetylcholine receptor M4 (Homo sapiens), P08173. CHO-hM4 cells, ACh EC80. inhibition, % at 3 µM. 360,000 tested, 0.73% active. AID 624125, 2012;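 active = inhibition above its plate's cutoff, the mean inhibition of sample wells plus 3 SD, cut at about 27% in these data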;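 also: 0% = acetylcholine EC80 with DMSO and 100% = DMSO without agonist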
Target sequence (P08173 whole entry, looked up): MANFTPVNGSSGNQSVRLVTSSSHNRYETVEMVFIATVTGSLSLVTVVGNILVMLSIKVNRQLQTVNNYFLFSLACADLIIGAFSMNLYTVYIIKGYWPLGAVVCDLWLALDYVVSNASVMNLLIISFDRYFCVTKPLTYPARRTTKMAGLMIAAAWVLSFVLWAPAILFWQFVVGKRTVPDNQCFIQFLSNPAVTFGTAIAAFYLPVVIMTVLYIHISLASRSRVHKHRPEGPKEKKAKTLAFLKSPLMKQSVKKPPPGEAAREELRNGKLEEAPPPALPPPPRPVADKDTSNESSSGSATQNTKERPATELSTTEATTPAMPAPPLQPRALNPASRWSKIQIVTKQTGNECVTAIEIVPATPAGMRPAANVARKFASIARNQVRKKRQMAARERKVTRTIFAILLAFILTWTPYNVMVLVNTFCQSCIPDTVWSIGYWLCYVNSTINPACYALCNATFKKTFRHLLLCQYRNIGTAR
M5 antag: human M5 muscarinic receptor antagonists, primary screen, CHO cells, Fluo-8 calcium fluorescence | AID 624040, 2012 | 360,000 tested, 0.59% active | Muscarinic acetylcholine receptor M5 (Homo sapiens), P08912 | CHO-hM5 cells, ACh EC80 | inhibition, % at 3 µM;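 active = inhibition above a per-plate cutoff, the mean of that plate's test compounds plus 3 SD, cut at about 27% in these data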;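 also: 0% = acetylcholine EC80 with DMSO and 100% = DMSO without agonist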
CRFR2-BP antag: antagonists of CRF-BP/CRF-R2 complex, primary screen, cell-based, HEK293, calcium dye fluorescence, uHTS; CRF-induced calcium fluorescence; inhibition, % at 11.8 µM; 350,000 tested, 0.59% active;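 active = inhibition of the ligand-induced calcium signal above about 50% at the single tested concentration, limit read from the data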
CHRM5 agonist: human M5 muscarinic receptor agonists, primary screen, CHO-K1 cells, Fluo-8 calcium fluorescence; Muscarinic acetylcholine receptor M5 (Homo sapiens), P08912; CHO-K1 hM5 cells; 0% DMSO wells, 100% maximal acetylcholine response; activation, % at 3 µM; 360,000 tested, 0.19% active; AID 624037, 2012;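 active = activation above the run's mean over test compounds plus 3 SD, cut at about 23% in these data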;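 also: signal is peak over basal fluorescence ratio across the kinetic read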
M4 PAM: human M4 muscarinic receptor positive allosteric modulators, primary screen, CHO-K1 cells, Fluo-8 calcium fluorescence. AID 624126, 2012. CHO-K1 hM4/Gqi5, ACh EC20; 0% = ACh EC20, 100% = maximal ACh. activation, % at 3 µM. 360,000 tested, 0.4% active. Muscarinic acetylcholine receptor M4 (Homo sapiens), P08173;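 active = activation above its plate's cutoff, the mean activation of sample wells plus 3 SD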; also: some results filed as inactive read as strong as hits
M4 ag: human M4 muscarinic receptor agonists, primary screen, CHO-K1 cells, Fluo-8 calcium fluorescence; activation, % at 3 µM; CHO-K1 hM4/Gqi5; vehicle 0%, full acetylcholine response 100%; Muscarinic acetylcholine receptor M4 (Homo sapiens), P08173; 360,000 tested, 0.14% active; AID 624127, 2012;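 active = activation above the run mean over all test wells plus 3 SD, cut at about 32% in these data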;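 also: peak over basal fluorescence ratio per well then scaled between controls; 0% = DMSO wells and 100% = acetylcholine at EC100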
CRFBP-R2 agonist: agonists of CRF-BP/CRF-R2 complex, primary screen, cell-based, HEK293, calcium dye fluorescence, uHTS | CRF-binding protein / CRF receptor 2 complex (human) | calcium dye fluorescence (FLIPR); percent of saturating CRF peptide response | activation, % at 13.2 µM | 350,000 tested, 0.46% active | AID 588473, 2011;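 active = activation of at least 50%, plus an integration ratio under a set limit after plate pattern correction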;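 also: plate controls were neutral control wells without compound for no effect and CRF at EC100 for full effect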
* = called active by the depositor; . = no result given. The order is random; overall some 2.6% were active at least once.

Start of the data: the first 3 entries, ahead of the listing:
SMILES | CHRM5 PAM | CHRM1 PAM | M4 antag | M5 antag | CRFR2-BP antag | CHRM5 agonist | M4 PAM | M4 ag | CRFBP-R2 agonist
CCc1nc2ccc(C(=O)Nc3cccc(OC)c3)cn2c1N(C)Cc1ccc(OC)cc1 | -3 | 2 | 2 | 3 | . | 0 | -7 | 4 | .
Cc1ccc(CCNC(=O)Cn2ncc3c([nH]c4ccccc43)c2=O)cc1 | 3 | 21 | -8 | 8 | 3 | -1 | 2 | 0 | 1.0
O=C(c1ccc2nc(N3CCCCC3)sc2c1)N1CCN(Cc2ccc3c(c2)OCO3)CC1 | -10 | 4 | -5 | 1 | 14 | -3 | -4 | 3 | -2.5

The whole of this part (from the top)
SMILES | CHRM5 PAM | CHRM1 PAM | M4 antag | M5 antag | CRFR2-BP antag | CHRM5 agonist | M4 PAM | M4 ag | CRFBP-R2 agonist
CCc1nc2ccc(C(=O)Nc3cccc(OC)c3)cn2c1N(C)Cc1ccc(OC)cc1 | -3 | 2 | 2 | 3 | . | 0 | -7 | 4 | .
Cc1ccc(CCNC(=O)Cn2ncc3c([nH]c4ccccc43)c2=O)cc1 | 3 | 21 | -8 | 8 | 3 | -1 | 2 | 0 | 1.0
O=C(c1ccc2nc(N3CCCCC3)sc2c1)N1CCN(Cc2ccc3c(c2)OCO3)CC1 | -10 | 4 | -5 | 1 | 14 | -3 | -4 | 3 | -2.5
Cc1ncoc1C(=O)Nc1nccs1 | 4 | 4 | 2 | -2 | 6 | 1 | 10 | 2 | -0.5
Cc1ccc(-c2nnc3ccc(SCC(=O)Nc4cc(C)on4)nn23)cc1 | 1 | -4 | -1 | -7 | 0 | 3 | 0 | 1 | -0.4
CN(C(=O)c1cccc(NC(=O)Cc2cccc(NC(=O)C3CCCN(C(=O)CCc4ccccc4)C3)c2)c1)C1CCC1 (stereo not given) | -3 | -9 | 12 | 12 | 34 | -2 | -2 | -2 | -2.3
Cc1ccc(-c2cc(N)n(-c3ccccc3)n2)cc1 | 12 | 12 | 1 | 5 | 11 | -12 | -2 | -1 | -2.1
COc1ccc(CCNC(=O)C(=O)NCC2CCCN2S(=O)(=O)c2ccccc2)cc1 (stereo not given) | -21 | -9 | 20 | 2 | -8 | 1 | -14 | 19 | -1.3
O=C(COC(=O)c1c(F)cccc1F)NCCNC(=O)COC(=O)c1c(F)cccc1F | -4 | 3 | 11 | 20 | 20 | -2 | -10 | -1 | -0.6
COc1cc(Cl)c(CNC[C@H]2O[C@@H](n3cnc4c(N)ncnc43)[C@H](O)[C@@H]2O)c(Cl)c1O | -1 | 4 | -5 | 2 | 2 | 2 | 7 | 0 | -2.0
CC[C@]12c3[nH]c4cc(-c5ccco5)ccc4c3CCN1C(=O)[C@@H](CC(=O)NCc1cccc(C(F)(F)F)c1)C[C@@H]2C(=O)N1CCN(C(=O)c2ccco2)CC1 | -1 | 9 | -16 | 4 | 5 | 0 | 3 | 2 | -0.2
COc1ccc(OCC(=O)NNC(=O)CCc2ccccc2)cc1 | 10 | -1 | 0 | -12 | -2 | 5 | 10 | 0 | -2.4
CC(C)c1ccc(CC(=O)N2CCC2(C)C(=O)NCC(C)(C)C)cc1 (stereo not given) | 4 | 8 | -10 | -5 | . | 2 | 3 | 3 | .
COc1ccc(-c2cc3nc4c(c(N5CCC6(CC5)OCCO6)n3n2)CCC4)cc1 | -2 | 7 | 0 | 14 | 6 | -1 | -4 | 2 | -1.4
COc1ccc(C2/C(=C(/O)c3ccc4c(c3)CC(C)O4)C(=O)C(=O)N2CCN2CCOCC2)cc1OC (stereo not given) | -5 | 8 | 1 | 12 | 0 | -3 | -4 | 3 | 1.1
COc1ccc(C(=O)N2CCOCC2c2cc(C(=O)NCc3ccccc3)no2)cc1 (stereo not given) | 0 | 5 | -12 | -3 | . | 0 | 8 | 2 | .
CCOC(=O)CNC(=O)Cn1cnc2c(nnn2-c2ccc(F)cc2)c1=O | -5 | -2 | -3 | 9 | 3 | -2 | 10 | 4 | -4.6
C[C@H](O)[C@@H]1C(=O)N2CCc3c([nH]c4ccccc34)[C@@H]2C[C@@H]1N(C)C(=O)Nc1ccc(F)cc1 | 3 | 1 | -3 | -12 | -13 | 2 | 1 | 1 | 14
O=C(N[C@H](Cc1ccc(Cl)cc1)C(=O)O)OCC1c2ccccc2-c2ccccc21 | 5 | 6 | -7 | 1 | 8 | 2 | 23 | 1 | -3.5
CCN1C(=O)[C@H]2[C@@H](c3ccc(C(F)(F)F)cc3)N[C@]3(CCCN(Cc4ccc(F)cc4)C3=O)[C@H]2C1=O | -3 | -2 | 6 | 7 | 1 | 0 | -1 | -1 | 2.3
COCCN1C(=O)N(c2cccc(OC)c2)C(=O)C1CC(=O)Nc1ccc(Cl)cc1 (stereo not given) | -2 | 1 | 11 | -6 | 4 | 2 | -5 | 2 | -4.0
O=C(NCc1cc(Cl)cc(Cl)c1)c1csc([C@@H]2C[C@H](O)[C@@H](CO)O2)n1 | -3 | 4 | -4 | 1 | . | 2 | 4 | 2 | .
Cc1ccc(-c2ccc(S(=O)(=O)N3CCN(C)CC3)cc2)cc1 | 1 | 6 | 4 | 2 | -15 | -2 | 11 | -2 | 0.0
O=C(N/N=C/c1ccc(Cl)c([N+](=O)[O-])c1)C1CC1 | -3 | 6 | 8 | -8 | 3 | 1 | -5 | 1 | -0.9
COc1ccnc(Oc2ccc(F)cc2)c1C#N | 4 | 9 | -4 | -5 | -1 | 2 | 8 | 1 | 3.1
CCN(CC)c1cc(C(F)(F)F)nc(-c2ccccn2)n1 | 2 | 9 | 3 | -7 | 19 | -2 | 2 | 1 | -1.3
Cc1ccc(C(c2nnnn2C2CCCC2)N2CCN3CCCC3C2)cc1 (stereo not given) | -15 | -8 | -5 | -3 | 13 | -6 | 5 | 0 | -1.1
Clc1ccc(Cn2cc(/C=N/n3cnnc3)c3ccccc32)cc1 | -9 | -3 | 3 | 5 | -4 | -5 | -5 | 3 | 0.0
COc1cc(/C=N/n2cnnc2)ccc1OC(=O)c1ccncc1 | 4 | 15 | -4 | 0 | 0 | 2 | 11 | 1 | -0.1
COc1ccccc1-c1cc2nc(-c3ccccc3)cc(N3CCN(C(=O)c4ccco4)CC3)n2n1 | -3 | -8 | -10 | 9 | -3 | 0 | 1 | 3 | -0.3
CCC(=O)Nc1nc(C)c(C(=O)Nc2cccc(Cl)c2)s1 | -3 | 6 | -1 | 2 | -18 | 2 | 1 | 2 | 0.1
CCOC(=O)N1CC(C)N(C(=S)Nc2ccccc2)CC1C (stereo not given) | -8 | -3 | -8 | 15 | 2 | -2 | 2 | 1 | -2.7
CC(=O)Nc1ccc(Oc2cc(C#N)c(C#N)cc2N2CCCCCC2)cc1 | 1 | -12 | 5 | -3 | 28 | -10 | -7 | 6 | 1.1
O=S1(=O)CCC(NCC2CCCO2)C1 (stereo not given) | 9 | 11 | 3 | -4 | 5 | -3 | -4 | 1 | -0.3
CCOc1ccc(CCNC(=O)COn2nnc3ccc(S(=O)(=O)N4CCOCC4)cc32)cc1OCC | -3 | 6 | -3 | 7 | -7 | -2 | 6 | 0 | -1.6
O=C(CN1C(=O)NC2(CCCCCCC2)C1=O)NCc1ccccc1 | 0 | 17 | -8 | 4 | -3 | 1 | 4 | 1 | -0.2
COC(=O)COc1ccc(S(=O)(=O)N2CCN(c3ccc(OC)cc3)CC2)cc1 | -3 | 3 | 1 | 8 | 11 | -1 | 0 | 3 | 2.0
Cc1cc(C(C)(C)C)ccc1OCCn1ccnc1 | -12 | -14 | -7 | 1 | 1 | -8 | -4 | 3 | -0.1
Cc1ccc(C(=O)N/C(=C\c2cccnc2)c2nc3ccccc3[nH]2)cc1 | -4 | -2 | -2 | 8 | 11 | -1 | -2 | 1 | 1.9
CC(C)NC(=O)NC(=O)CN1c2cccc3cccc(c23)S1(=O)=O | 5 | 5 | -20 | -4 | -1 | -2 | 8 | 1 | 1.4
CC(C)CNS(=O)(=O)c1ccc(CCC(=O)O)cc1 | 1 | 11 | 1 | -6 | -5 | 1 | -2 | 1 | -1.1
O=C(OC(C(=O)NC1CCCCC1)c1ccccc1)c1ccco1 (stereo not given) | -12 | 8 | -1 | 5 | 0 | -10 | -3 | -1 | -0.9
COc1ccc(OCC(=O)NNC(=O)c2nn(C)c(=O)c3ccccc23)cc1 | 1 | 1 | 7 | -5 | 11 | 1 | 3 | 0 | 0.3
CN(C)c1ccc(CN2CCCCC2)cc1 | 4 | 3 | 6 | -3 | -5 | -6 | 2 | 1 | -0.3
CCOc1ccc(C(=O)NCC2CCN(CC3CCCCC3)CC2)cc1 | 1 | 2 | 14 | -2 | -3 | -11 | -12 | 0 | -3.0
Cc1ccc(NCC(=O)N=Nc2c(O)n(C)c3ccccc23)cc1 | 0 | 10 | -13 | 0 | 15 | -2 | 1 | 0 | 0.0
N#Cc1ccccc1OCC(=O)Nc1ccc(N2CCOCC2)cc1N1CCOCC1 | -5 | 3 | -3 | -7 | -1 | 4 | 2 | 3 | -0.9
CN(C)C(=O)CN1C(=O)C2CCCCN2C(=O)c2ccccc21 (stereo not given) | -2 | 0 | -5 | 6 | 8 | -2 | 5 | 0 | 0.3
CCC(C)c1cc(S(=O)(=O)N2CCOCC2)ccc1OC (stereo not given) | 6 | 2 | 0 | -7 | -12 | -3 | 4 | 0 | 0.2
O=C(Nc1cccc2cccnc12)c1cccc(N2C(=O)CCC2=O)c1 | -3 | 5 | 4 | -5 | 10 | -1 | -2 | 4 | 0.3
Cc1cccc(-c2noc(CCCC(=O)Nc3ccc(C(N)=O)cc3)n2)c1 | -2 | 2 | 13 | -10 | -1 | 4 | -9 | 2 | 1.0
CCOc1ccccc1N(C(=O)c1ccco1)C(C(=O)NC1CCCC1)c1cccnc1 (stereo not given) | 2 | 1 | 14 | 1 | -5 | -4 | -1 | 0 | -1.1
CSc1cccc(NC(=O)CCC(=O)O)c1 | 7 | 11 | 5 | -5 | -6 | -1 | 17 | 0 | 2.9
C=CCNC(=S)NNc1nc2sc3c(c2c(=O)[nH]1)CC(C)(C)OC3 | 3 | 2 | 12 | 10 | -3 | 3 | -2 | 0 | 1.4
CCOC(=O)C1=C(CSc2nc3c(cc2C#N)CN(C)CC3)OC(N)=C(C#N)C1c1ccc(F)cc1 (stereo not given) | 1 | -17 | -5 | -8 | -27 | -4 | 0 | 1 | 11
CCNC(=S)N/N=C/c1ccc(OCC(=O)Nc2ccc(OC)cc2)c(OC)c1 | -18 | -16 | 32* | 21 | -4 | 2 | -25 | 21 | -1.4
Cc1ccc(C)c(N2CCN(CC(=O)Nc3ccc4[nH]c(=O)[nH]c4c3)CC2)c1 | 0 | 0 | -15 | -2 | -6 | -1 | 6 | 1 | 0.6
